# MOR-DOR ag – agonists of OPRM1-OPRD1 heterodimerization, primary screen, cell-based, luminescence; Mu-type opioid receptor (Homo sapiens) + Delta-type opioid receptor (Homo sapiens), …; cells; activation, % at 9.3 µM; 340,000 tested, 0.3% active; AID 504326, 2011; in the data active = activation above about 18%;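 note: 0% = vehicle-treated cells and 100% = reference agonist; values of inactives mirror those of a sister screen read the other way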
# Target sequence (P35372 whole entry, looked up): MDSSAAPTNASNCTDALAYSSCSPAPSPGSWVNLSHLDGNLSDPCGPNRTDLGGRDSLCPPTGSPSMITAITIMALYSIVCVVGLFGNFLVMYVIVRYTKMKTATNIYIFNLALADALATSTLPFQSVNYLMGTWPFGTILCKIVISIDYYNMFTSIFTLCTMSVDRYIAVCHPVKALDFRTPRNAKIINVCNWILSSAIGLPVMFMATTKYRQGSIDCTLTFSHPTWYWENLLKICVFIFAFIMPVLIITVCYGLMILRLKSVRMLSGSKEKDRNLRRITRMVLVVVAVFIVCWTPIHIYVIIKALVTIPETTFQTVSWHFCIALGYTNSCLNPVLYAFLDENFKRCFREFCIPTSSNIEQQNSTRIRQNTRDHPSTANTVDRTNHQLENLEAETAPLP
# Target sequence (P41143 whole entry, looked up): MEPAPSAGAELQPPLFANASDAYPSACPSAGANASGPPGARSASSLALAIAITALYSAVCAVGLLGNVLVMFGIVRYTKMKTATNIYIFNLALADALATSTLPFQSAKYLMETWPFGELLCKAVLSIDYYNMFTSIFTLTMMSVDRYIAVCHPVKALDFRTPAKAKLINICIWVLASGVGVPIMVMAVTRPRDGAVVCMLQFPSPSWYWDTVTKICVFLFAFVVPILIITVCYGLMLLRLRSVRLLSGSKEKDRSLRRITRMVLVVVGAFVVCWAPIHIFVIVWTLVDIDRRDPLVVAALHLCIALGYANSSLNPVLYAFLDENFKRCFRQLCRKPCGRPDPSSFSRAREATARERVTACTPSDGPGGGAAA
# Keap1 Nrf2 FP – Keap1-Nrf2 protein-protein interaction inhibitors, primary screen, biochemical, fluorescence polarization, single point | Kelch-like ECH-associated protein 1 (Homo sapiens), Q14145 | Keap1 Kelch-Nrf2 peptide fluorescence polarization, 1536-well | inhibition, % at 9.4 µM | 340,000 tested, 0.15% active; in the data active = inhibition above about 12%;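 note: human Keap1 Kelch domain with fluorescein labeled Nrf2 9mer peptide probe; 0% = neutral control wells and 100% = peptide positive control; higher means more block of Keap1 binding to Nrf2 peptide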
# CAL PDZ FP – untagged CAL PDZ binding inhibitors, primary screen, biochemical, fluorescence polarization, HTS; inhibition, % at 24.9 µM; purified CAL PDZ, TMR-peptide fluorescence polarization, 1 h; 300,000 tested, 0.92% active;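 active = mean inhibition of at least 30% with at least half of replicates also reaching 30%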;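 note: 0% = DMSO neutral control and 100% = excess unlabeled competitor peptide PRC23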
# RTF Ca sens act – cardiac RTF calcium sensitivity activators, primary screen, biochemical, IANBD-TnC fluorescence, EC20 calcium. Troponin I, cardiac muscle (Homo sapiens) + Troponin T, cardiac muscle (Homo sapiens) + …. IANBD-labeled TnC RTF fluorescence at EC20 calcium; 0% EC20 calcium, 100% full calcium. activation, % at 7.2 µM. 340,000 tested, 0.24% active. AID 493008, 2010;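 active = activation above the mean over all tested compounds plus 3 SD, cut at about 30% in these data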;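 note: rise in fluorescence read as greater calcium sensitivity of cardiac thin filaments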
# OPRM1-OPRD1 inv – inverse agonists of MOR-DOR heterodimerization, primary screen, cell-based, luminescence. Mu-type opioid receptor (Homo sapiens) + Delta-type opioid receptor (Homo sapiens), …. cell-based MOR-DOR heterodimer luminescence, inverse agonism. inhibition, % at 9.3 µM. 340,000 tested, 0.21% active. AID 504357, 2011; in the data active = inhibition above about 22%, passing the limit was not always enough;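 note: 0% = cells with DMSO and 100% = wells without cells with DMSO; values of inactives mirror those of a sister screen read the other way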
# HTR5A ag ctr – HTR5A agonists in luminescence cell assay, primary screen, counter-screen for OPRM1-OPRD1 heterodimer agonist project, full-deck HTS; 5-hydroxytryptamine receptor 5A (Homo sapiens), P47898; cell-based; activation, % at 9.3 µM; 340,000 tested, 0.61% active; AID 504692, 2011; in the data active = activation mostly above about 9.5%, no sharp cut-off; inactive = mostly below about 7.6%;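 note: 0% = cells with vehicle only and 100% = reference agonist; strong numbers were not always called active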
# C-LANA FP – inhibitors of KSHV C-LANA binding to DNA, primary screen, biochemical, fluorescence polarization, FAM-LBS DNA, MBP-C-LANA, single point; Kaposi's sarcoma herpesvirus LANA C-terminal domain (residues 932-1162) DNA binding; inhibition, % at 9 µM; 340,000 tested, 0.078% active; AID 504423, 2011;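 active = highest replicate inhibition at or above 60% at 9 µM, even if other replicates fall short; inactive = all replicates below 60% inhibition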;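 note: 0% = neutral control wells and 100% = 4 µM acridine orange control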
# RTF Ca sens inh – cardiac RTF calcium sensitivity inhibitors, primary screen, biochemical, IANBD-TnC fluorescence, EC70 calcium; Troponin I, cardiac muscle (Homo sapiens) + Troponin T, cardiac muscle (Homo sapiens) + …; 340,000 tested, 0.12% active; IANBD-labeled cardiac RTF, Ca2+ fluorescence; inhibition, % at 7.15 µM;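 active = inhibition above the mean inhibition of all tested compounds plus 3 SD, cut at about 17% in these data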;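 note: assay run at fixed EC70 calcium of 1.6 mM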
# HTR5A inv ag – HTR5A inverse agonists in luminescence cell assay, primary screen, counter-screen for OPRM1-OPRD1 heterodimer inverse agonist project, full-deck HTS. 5-hydroxytryptamine receptor 5A (Homo sapiens), P47898. HTR5A cell line, inverse agonism. inhibition, % at 9.3 µM. 340,000 tested, 0.083% active; in the data active = inhibition mostly above about 23%, no sharp cut-off; inactive = mostly below about 18%;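 note: 0% = cells with DMSO and 100% = no-cell wells with DMSO; some compounds called inactive have numbers as strong as hits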
# V-ATPase pHluor – regulators of yeast V-ATPase proton pumping, primary screen, pHLuorin cytosolic pH fluorescence; S. cerevisiae; response, % at 10 µM; 350,000 tested, 0.37% active; AID 504577, 2011; in the data active = response mostly above about 7.3%, no sharp cut-off; inactive = mostly below about 5.4%; note: actives read high; inactives centre near 0; some compounds called inactive have numbers as strong as hits; reference of the scale not given here
# Starred values were filed as active, the others as inactive; . = not tested or not shown.
canonical_smiles	MOR-DOR ag	Keap1 Nrf2 FP	CAL PDZ FP	RTF Ca sens act	OPRM1-OPRD1 inv	HTR5A ag ctr	C-LANA FP	RTF Ca sens inh	HTR5A inv ag	V-ATPase pHluor
Cc1ncc(C(=O)Nc2ccccc2)[nH]1	-1.4	-5	-4	-9	7	-4	-0.7	2	15	-1
Cc1n[nH]c(C)c1N1C(=O)c2cccc3cc(Br)cc(c23)C1=O	-3.0	0	-4	3	16	-3	-0.3	-4	10	-6
COc1ccc(C2C3=C(CC(C)(C)CC3=O)OC(N)=C2[N+](=O)[O-])cc1 (configuration not stated)	1.3	2	-1	-7	-9	-1	-0.4	-9	4	-1
CN(CCC1CCCCO1)Cc1cn(C)nc1-c1ccc2c(c1)OCCO2 (configuration not stated)	-3.9	2	-3	-1	19	3	-0.8	-2	-6	-3
CCCCCn1c(=O)c(C(=O)c2ccccc2)nc2ccccc21	2.9	-2	-1	1	-14	-3	0.8	-5	8	3
CCc1ccc(C(=O)NNC(=O)OC)cc1	0.3	0	-6	-5	-2	-6	0.1	-8	21	4
CCOC(=O)c1cc2c(=O)n3ccccc3nc2n(CC(C)C)c1=NC(=O)c1c(-c2c(F)cccc2Cl)noc1C	-3.4	-1	7	3	18	3	1.2	6	13	-9
O=C(O)c1cc(-c2ccccc2)n(-c2ccc(Cl)cc2)n1	-1.9	-1	-3	-5	9	-2	0.0	7	10	0
CCN(C(=O)CN1CCCc2cc(C)ccc21)c1c(N)n(Cc2ccccc2)c(=O)[nH]c1=O	-2.0	2	.	16	10	-2	0.1	-28	9	0
Cn1c(Cn2nnc3ccccc32)nnc1SCC(=O)N1CCc2ccccc21	0.9	-3	-1	0	-5	6	-0.2	-5	1	-1
CCOc1ccc(NC(=O)NNC(=O)C2CCC(C(C)(C)C)CC2)cc1 (configuration not stated)	2.0	2	-3	2	-10	-3	-1.4	9	9	-3
CC(=O)c1cccc(NC(=O)CCNC(=O)c2cccc(C)c2)c1	-2.3	-2	71*	-6	12	0	-0.2	9	-1	-4
CC(C)CCNC(=O)NC(=O)COC(=O)CNC(=O)C1CCCCC1	0.0	4	.	0	0	0	-1.7	-3	8	2
CCOC(=O)C1CCN(C(=O)C2COc3ccccc3O2)CC1 (configuration not stated)	-0.1	-1	-1	1	1	0	0.3	-4	0	-1
CCOC(=O)c1ccccc1NC(=O)c1ccc(F)cc1	8.6	1	1	1	-47	6	1.3	-1	-27	-3
CC(=O)Nc1ccc(S(=O)(=O)N=S(C)C)cc1	-2.3	0	.	-7	10	-3	0.0	2	-11	0
COc1ccc(/C=N/NC(=O)c2ccc3c(c2)OCCO3)c(OC)c1	2.2	-2	-1	4	-12	5	0.7	-10	-17	0
S=c1sc2c(N3CCN(Cc4ccccc4)CC3)ncnc2n1-c1ccccc1	-1.7	-1	9	-3	7	3	-1.5	-4	-7	0
COc1cccc(/C=N\NC(=O)c2cc(OCC(F)(F)F)ccc2OCC(F)(F)F)c1	-3.4	-2	-3	2	14	5	0.3	-3	0	2
O=C(NCc1ccc(F)cc1)C1CCN(C(=O)NCc2ccccc2)CC1	0.0	2	-2	4	0	-3	-0.4	-6	-4	0
O=C(Nc1cccc(S(=O)(=O)NC2=NCCCCC2)c1)c1cc(-c2ccc(Cl)cc2)nc2ccccc12	-1.3	5	.	-4	7	1	0.9	-21	-4	0
Cc1oc(CSCC2CCCO2)cc1C(=O)O (configuration not stated)	-0.5	3	25	-1	2	-2	-0.5	-7	-3	7
O=C(CCS(=O)(=O)Cc1ccccc1)N1CCN(c2ccccc2)CC1	4.0	-5	-3	0	-21	5	-0.2	4	-17	1
Cc1ccnc(SCc2cc(=O)c(OC(=O)c3ccc(Br)o3)co2)n1	-0.3	-13	-1	-1	2	4	-0.9	4	-10	2
COc1ccc(/C=C/C(=O)OC(C)CN2CCOCC2)cc1 (configuration not stated)	-2.1	0	-1	-4	10	-3	0.2	2	8	-3
Cc1ccc(S(=O)(=O)CC(=O)NCc2ccccc2)cc1	-2.3	-3	1	1	16	0	1.2	-4	4	5
COc1ccc(N2CCN(C(=O)[C@H](C)N3C(=O)C4CC=CCC4C3=O)CC2)cc1 (some centres not stated)	-0.8	-2	.	3	4	0	-1.2	-12	-1	7
Cc1c(C(=O)NCc2ccccc2)oc2c1C(=O)CCC2	-2.6	-5	-4	2	13	0	-0.6	12	1	1
Cc1ccc(/C=N/NC(=O)c2cc(-c3ccc(C)o3)[nH]n2)cc1	3.1	6	8	-1	-20	4	2.0	-19	-12	-2
NC(=O)Cc1nc(-c2ccc(F)cc2)cs1	-0.9	4	-5	6	5	3	-1.8	-7	-29	-1
CCC(C)(C)NC(=O)C(c1ccc(OC)cc1)N(C(=O)CCC(=O)Nc1cc(C)on1)c1cc(OC)ccc1OC (configuration not stated)	-0.7	-3	-5	-5	5	-5	1.2	-3	18	2
Cn1c(N)c(N=O)c(=O)n(C)c1=S	-3.4	-2	-3	-1	17	-5	0.4	0	20	0
COc1ccc(NC(=O)C2CCN(S(C)(=O)=O)CC2)c(OC)c1	-1.1	1	-3	-3	6	-1	3.0	-1	5	-2
CCOC(=O)c1cn(-c2ccc(F)c(F)c2F)c2c(F)c(F)c(F)cc2c1=O	-0.5	-4	-4	20	3	2	-0.6	-1	11	3
CSCC(C)N1CCC(CO)(CCCc2ccccc2)CC1 (configuration not stated)	3.0	3	-3	-2	-15	-2	-1.0	-4	6	-4
Cc1cc(NC(=O)c2ccc(NC(=O)C(C)Oc3ccccc3)cc2)no1 (configuration not stated)	3.3	-10	-1	8	-18	2	-1.4	-2	-17	2
COc1cc(NC(=O)Cn2cnc(C(=O)Nc3ccc(C)c(C)c3)n2)cc(OC)c1OC	-1.9	-4	-3	-3	9	-1	-1.2	-7	4	-2
O=C(Nc1ccc(F)cc1F)c1csc(-c2ccncc2)n1	0.5	-3	-4	2	-3	2	-0.1	-17	-5	0
CCOc1ccc(S(=O)(=O)N(CC)CC(=O)N2CCCC2)cc1	0.2	-3	9	-3	-1	-3	3.0	1	13	-1
CCOC(=O)c1c(C)[nH]c(C(=O)OCC(=O)NC(C)(C)C)c1C	-2.2	-2	3	6	12	1	0.6	-2	-4	2
Cc1cc2[nH]c(=O)c(=O)[nH]c2cc1S(=O)(=O)Nc1cccc(Cl)c1C	-1.9	-2	-6	-1	10	0	2.4	-1	-1	0
O=C(c1cc2nc(-c3ccco3)cc(C(F)(F)F)n2n1)N1CCN(Cc2ccccc2)CC1	0.3	-4	3	6	-2	1	-0.9	0	-10	5
O=C(NCCc1ccccc1)c1cc(-c2ccccc2)c(N2CCOCC2)s1	2.2	-2	5	4	-12	1	-3.2	-6	-3	5
O=C(COc1coc(CN2CCN(c3ccccc3F)CC2)cc1=O)NCC1CCCO1 (configuration not stated)	-1.8	-2	4	2	11	-4	0.3	7	12	0
CCc1ccc(N2CC(C(=O)Nc3ccc(C)c(S(=O)(=O)N4CCOCC4)c3)CC2=O)cc1 (configuration not stated)	0.3	1	.	0	-2	-1	-1.5	-5	8	0
Nc1nc(N)nc(-c2ccccc2)n1	-0.3	-1	1	-3	2	11	1.2	8	-27	-2
COc1ccc(C)cc1NC(=O)CSc1nnnn1C1CCCC1	-0.4	-1	-1	-3	2	-3	-0.2	-10	10	5
CCNC(=S)Nc1ccc(OC(F)(F)F)cc1	-0.6	-1	-1	0	3	-3	-0.2	-6	0	-2
Cc1c(-c2nc(N)nc(Nc3ccc(F)cc3)n2)oc2ccccc12	2.4	1	-4	-6	-11	5	-2.0	-1	6	-3
COc1cc(NC(C)=O)ccc1-c1cc2ccccc2oc1=O	0.9	1	-2	2	-5	7	-1.3	-10	-18	-1
O=C(Nc1ccccc1)c1nc[nH]c1C(=O)N1CCN(c2ccccc2)CC1	-0.2	-4	1	4	1	0	6.1	-4	-7	1
Cc1ccc(/C=N/NC(=O)c2cccc(S(=O)(=O)N3CCOCC3)c2)o1	-0.6	1	-2	2	3	-2	0.1	1	2	-2
CCNc1nc(NCC)nc(N/N=C(\C)c2ccc(OC)cc2)n1	-0.7	-4	4	-4	4	-4	-0.8	-2	10	-2
Cc1cccn2cc(-c3cc4ccccc4oc3=O)nc12	-2.0	4	-6	-1	10	2	-1.1	-8	-5	-3
C=CCNC(=O)CSc1ccc(Cl)cc1	-1.2	-2	0	8	7	-2	-0.6	-22	-13	0
CCc1nnc(NC(=O)c2ccc3nc(CC)c(CC)nc3c2)s1	-2.9	1	-5	-5	15	-4	0.1	-1	10	-3
COCc1ccc(C(=O)NC2CCSc3ccccc32)cc1 (configuration not stated)	-1.2	-4	-1	7	8	6	0.2	-5	-17	-6
CCNc1nc(Oc2ccc(=O)n(C)n2)nc(N2CCOCC2)n1	-2.7	0	-2	4	15	3	0.8	-2	-8	1
CCN(CC)S(=O)(=O)c1ccc(-c2nnc3sc4cccc(C)c4n23)cc1	-3.2	-1	0	-5	16	1	0.9	-8	-2	-2
Cc1ccc(N2CC(C(=O)Nc3ccc(S(=O)(=O)N4CCOCC4)cc3)CC2=O)cc1Cl (configuration not stated)	-1.9	5	0	-14	12	4	0.8	-12	2	1

# Next structures
canonical_smiles	MOR-DOR ag	Keap1 Nrf2 FP	CAL PDZ FP	RTF Ca sens act	OPRM1-OPRD1 inv	HTR5A ag ctr	C-LANA FP	RTF Ca sens inh	HTR5A inv ag	V-ATPase pHluor
COC(=O)[C@@]1(Cc2ccccc2)[C@H]2C(=O)N(C)C(=O)[C@H]2[C@H]2CN(C)C(=NCc3ccccc3)N21	-3.1	1	4	-3	14	-1	2.0	-3	2	4
Nc1[nH]ncc1C(=O)Nc1cccc(C(F)(F)F)c1	0.9	-5	-6	-1	-5	0	-1.2	-14	14	-4
COc1ccc(-n2nc(C(=O)NCC(=O)N3CCOCC3)c3ccccc3c2=O)cc1Cl	-0.5	5	7	-2	3	0	-0.3	-8	0	3
Cc1c(NC(=O)CSc2cccc3cccnc23)c(=O)n(-c2ccccc2)n1C	-0.6	-4	-1	3	3	-3	0.7	-8	9	-3
